Bioassay records as filed in PubChem.
MITF primary = blocks human microphthalmia-associated transcription factor | O75030 | AlphaScreen MITF homodimerization, bead proximity signal | inhibition, % at 2.6 µM | 650,000 compounds, 0.91% hits | AID 1259374; in the data active = inhibition above about 50%;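 also: 0% = vehicle wells with protein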
Target sequence (O75030 whole entry, looked up): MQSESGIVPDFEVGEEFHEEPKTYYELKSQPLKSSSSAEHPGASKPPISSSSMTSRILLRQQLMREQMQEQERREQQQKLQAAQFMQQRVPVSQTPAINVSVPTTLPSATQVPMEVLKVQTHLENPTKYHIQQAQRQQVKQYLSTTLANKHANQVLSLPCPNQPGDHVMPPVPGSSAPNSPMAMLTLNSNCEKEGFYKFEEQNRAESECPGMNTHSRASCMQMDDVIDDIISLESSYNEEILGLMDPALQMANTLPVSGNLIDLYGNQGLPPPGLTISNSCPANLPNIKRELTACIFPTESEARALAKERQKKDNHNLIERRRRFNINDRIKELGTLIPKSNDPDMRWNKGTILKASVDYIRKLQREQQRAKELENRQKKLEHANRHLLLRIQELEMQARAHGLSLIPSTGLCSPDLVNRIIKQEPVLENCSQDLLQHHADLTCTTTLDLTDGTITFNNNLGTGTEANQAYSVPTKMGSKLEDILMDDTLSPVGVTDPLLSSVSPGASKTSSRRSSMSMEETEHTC
TEAD-YAP inh = TEAD-YAP interaction inhibition; HEK-TIYL cells, TEAD-Gal4/YAP UAS-luciferase luminescence; inhibition, % at 9.12 µM; 640,000 compounds, 1.4% hits; AID 1259422; in the data active = inhibition above about 32%;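 also: 0% = median of test compound wells and 100% = reference inhibitor wells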
FBW7 act = activators of human E3 ligase FBW7. 650,000 compounds, 0.13% hits. AlphaScreen FBW7–phospho-cyclin E peptide binding, activator screen. AID 1259310. Q969H0. normalized activity (activation), % at 26.1 µM; in the data active = normalized activity above about 1.9%;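 also: purified mutant Fbw7 with reduced substrate affinity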
GPR151 ag = activates the human receptor GPR151; Q8TDV0; PathHunter beta-arrestin GPR151 cells, luminescence; activation, % at 11.2 µM; 650,000 compounds, 1% hits; AID 1508602; in the data active = activation above about 4.9%;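 also: 0% = median of compound wells and 100% = cells with positive control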
Target sequence (Q8TDV0 whole entry, looked up): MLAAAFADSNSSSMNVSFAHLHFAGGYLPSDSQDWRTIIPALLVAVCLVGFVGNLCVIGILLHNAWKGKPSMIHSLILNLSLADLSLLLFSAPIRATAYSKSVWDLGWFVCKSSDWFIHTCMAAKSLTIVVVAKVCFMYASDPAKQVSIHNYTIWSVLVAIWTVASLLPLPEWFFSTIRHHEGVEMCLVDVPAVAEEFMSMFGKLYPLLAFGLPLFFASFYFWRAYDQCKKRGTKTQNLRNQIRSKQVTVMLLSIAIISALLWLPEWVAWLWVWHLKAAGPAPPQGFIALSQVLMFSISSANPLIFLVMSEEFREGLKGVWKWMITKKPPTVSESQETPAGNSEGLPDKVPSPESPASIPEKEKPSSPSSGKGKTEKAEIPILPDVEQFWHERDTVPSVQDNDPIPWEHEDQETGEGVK
The depositor's hits bear a star. An unsorted share of the library (roughly 3.4% active in at least one column).

SMILES	MITF primary	TEAD-YAP inh	FBW7 act	GPR151 ag
Cc1cccc2sc(NC(=O)CSc3nnnn3-c3ccccc3)nc12	16	9	2.0*	-1.6
c1ccc(Cn2ncc3c(NC4CCCCCC4)ncnc32)cc1	19	20	0.3	0.4
CCOC(=O)c1c(C)[nH]c(C(=O)COC(=O)c2cccc(S(=O)(=O)NC)c2)c1C	6	-23	0.3	-0.8
NC(=O)C1CCN(CC(=O)Nc2ccccc2Cc2ccccc2)CC1	1	6	-0.1	-0.7
NC(=O)C[n+]1ccc2ccccc2c1	3	11	0.4	-0.3
O=C(O)c1ccc(NCN2C(=O)c3ccccc3C2=O)cc1	-435	2	0.1	0.6
Cc1ccc(C)c(CN[C@H]2C[C@H]3C(=O)N[C@H](C)C(=O)N3C2)c1	20	1	0.3	-1.8
Cc1cc(C)cc(C(=O)Nc2nc(C)cs2)c1	24	-38	0.2	-0.3
Cc1noc(C)c1NC(=O)Nc1ccc(N(C)C)cc1	4	4	-0.2	-0.7
CSc1ncnc2c1ncn2CN1CCOCC1	-1	-17	0.1	-0.6
COc1cc(NC(=O)c2cc(OC)c(OC)c(OC)c2)cc(-n2cnnn2)c1	-6	4	-0.1	1.3
CCCCCn1c(SCC(=O)c2ccccc2)nc2cc(C(=O)N3CCN(c4ccccc4)CC3)ccc2c1=O	7	-9	0.3	-0.6
O=C(c1nc2ccc(F)cc2[nH]1)N1CCC(c2nc(-c3ccncc3)no2)C1 (centres undefined)	7	2	0.0	0.9
Cc1ccc(NC(=O)CSc2nc3[nH]ncc3c(=O)n2-c2cccc(C)c2)cc1	3	4	0.0	-0.2
Cc1ccc(NC(=O)C2CCCN(S(=O)(=O)c3c(C)noc3C)C2)cc1C (centres undefined)	-5	-9	-0.1	0.7
COc1ccc(CNC2C3CC4CC(C3)CC2C4)c(OC)c1 (centres undefined)	5	5	0.1	5.6*
Cc1ccccc1-n1ncc2c([N+](=O)[O-])cc([N+](=O)[O-])cc21	19	10	-0.2	0.5
Clc1cc(Cl)c(OCc2cn3cccnc3n2)c(Cl)c1	-7	7	0.0	-0.7
CCOC(=O)c1cnc2ccccc2c1Nc1ccc(OC)cc1	-6	-3	-0.4	-1.0
Cc1ccc(OCC(=O)Nc2ccc(Cl)cn2)cc1	4	-54	0.1	1.5
N/C(=N/OC(=O)c1ccccc1[N+](=O)[O-])c1nonc1N	-12	-6	0.0	-0.9
Cc1c(C(=O)NCCCN2CCOCC2)sc2ncnc(N3CCN(c4ccccc4)CC3)c12	12	0	1.3	-0.7
CNC(=O)/C(=C\c1ccc(Cl)cc1)NC(=O)c1ccccc1	-14	-3	0.1	-0.1
CC(=O)N1c2ccccc2C(=O)OC1c1cccnc1 (centres undefined)	20	-10	0.5	-0.6
O=[N+]([O-])c1ccc(S(=O)(=O)N2CC3C=CC2C3)cc1 (centres undefined)	12	3	0.1	0.8
CCc1ccc(-n2c(CSc3nc(-c4ccccc4)c(-c4ccccc4)[nH]3)nc3ccccc3c2=O)cc1	4	14	-0.1	-0.2
COCCOC(=O)c1c(C)oc2ccc(OCC(=O)O)cc12	8	14	0.1	-1.5
COc1ccc(Cl)cc1C1=N/C(=C\c2cccnc2)C(=O)O1	5	6	-0.1	0.7
CC1CN(C(=O)/C=C/c2ccc([N+](=O)[O-])cc2)CC(C)O1 (centres undefined)	4	7	1.1	-0.8
C=CCOC(=O)C1=C(C)NC(SCC(=O)Nc2ccc(C)cc2C)=C(C#N)C1c1ccco1 (centres undefined)	17	-6	-0.3	-1.2
O=C(Oc1ccccc1N1C(=O)CCC1=O)c1ccc(Br)cc1	-3	-2	0.0	0.7
N#CC1=C(N)N(c2ncn[nH]2)C2=C(C(=O)CC(c3ccccc3)C2)C1c1ccc(Br)cc1 (centres undefined)	-2	-2	0.0	-1.6
CCOC(=O)c1ccc(-n2c(C)cc(/C=C3\SC(=Nc4ccccc4)N(C4CCCCC4)C3=O)c2C)cc1	-7	-4	-0.2	2.2
C/C(CC(=O)NC12CC3CC(CC(C3)C1)C2)=N\NC(=O)c1ccccc1O	8	-19	-0.1	-1.6
Cn1c2c(c(=O)[nH]c1=O)C(c1cccc(Br)c1)C1=C(N2)c2ccccc2C1=O (centres undefined)	3	-7	0.2	0.3
Cc1ccccc1Nc1ncnc2c1c(-c1ccccc1)cn2-c1cccc(C(F)(F)F)c1	-10	-6	-0.3	-0.9
CCOc1ccc(CN2CCN(Cc3c(OC)cccc3OC)CC2CCO)cc1 (centres undefined)	-1	1	0.1	1.1
CSc1nnc(COc2cccc3ccc(C)nc23)n1C	1	-5	-0.1	0.9
CC(C)NC(=O)c1cc(=O)[nH]c2ccc(S(=O)(=O)N3CCCC3)cc12	13	9	0.7	6.3*
Oc1ccccc1C1CC(c2ccc3c(c2)OCO3)=NC(c2c(F)cccc2Cl)N1 (centres undefined)	8	-47	0.0	-3.3
COc1ccc(S(=O)(=O)CCC(=O)Nc2cccc(F)c2)cc1	0	5	-0.1	0.3
CCc1cccc2sc(NC(=O)C3CCCCN3S(C)(=O)=O)nc12 (centres undefined)	5	3	0.0	2.3
COC(=O)C(=NNc1ccc2c(c1)OCCO2)C(=O)OC	-1	80*	0.7	-1.7
C=C(C)Cn1c(=O)c2c(nc3n(CCC)c(C)c(C)n23)n(C)c1=O	1	-9	-0.1	1.8
O=C(CN1C(=O)C(c2ccc(F)cc2)=NC12CCCC2)Nc1cccc(F)c1	5	24	-0.2	-0.1
CC(=O)Nc1ccc(S(=O)(=O)NC(C)(C)Cc2ccc(Cl)cc2)cc1	3	-8	0.0	1.2
CCC(C)Oc1c(Cl)cc(/C=C2/NC(=O)NC2=O)cc1OC (centres undefined)	-1	-1	0.0	-0.5
C=CCc1cccc(/C=N/NC(=O)CNc2cccc(Cl)c2)c1O	-5	9	0.0	1.6
CCOC(=O)C(Cc1c[nH]c2ccccc12)NC(=O)c1ccc([N+](=O)[O-])cc1Cl (centres undefined)	-8	-42	0.0	0.9
COC(=O)c1ccc(-n2c(C)cc(/C=C3\C(=O)NC(=O)N(C)C3=O)c2C)cc1	-2	5	-0.3	-0.5
c1ccc(-n2cccc2CN2CCCC(c3ccn[nH]3)C2)nc1 (centres undefined)	14	9	0.3	0.9
O=C(Cn1c(=O)n(Cc2ccco2)c(=O)c2ccccc21)NCC1CCCO1 (centres undefined)	8	-10	0.0	3.3
Cc1ccc(/C(O)=C2\C(=O)C(=O)N(c3ncc(S(=O)(=O)c4ccc([N+](=O)[O-])cc4)s3)C2c2ccc(Cl)cc2)cc1 (centres undefined)	9	-5	0.0	1.1
COc1cccc(OCC(=O)NCc2nc(-c3ccc(Cl)cc3)no2)c1	0	-5	0.1	-0.9
COc1cccc(N2CCN(C(=O)c3ccccc3[N+](=O)[O-])CC2)c1	-2	18	0.0	0.6
Cc1cc(=O)n2nc(N(C)CC(=O)NC3CCCc4ccccc43)sc2n1 (centres undefined)	4	1	0.6	-0.5
COc1ccc(F)cc1S(=O)(=O)N1CC(C)CC(C)C1 (centres undefined)	-8	-1	0.0	0.4
CC(OC(=O)CN1C(=O)NC(C)(C)C1=O)C(=O)c1ccccc1 (centres undefined)	4	1	0.0	1.4
CCOP(=O)(CC(=O)NNC(=O)Nc1cccc2ccccc12)OCC	20	7	-0.1	-0.4
Cc1nc(NCc2ccc3c(c2)OCO3)c2c3c(sc2n1)CCCC3	1	-66	-0.1	-0.5
(further entries)
SMILES	MITF primary	TEAD-YAP inh	FBW7 act	GPR151 ag
O=c1oc2ccccc2c(Sc2ccccc2)c1[N+](=O)[O-]	-3	7	-0.1	-3.4
O=C(NCCOc1ccccc1)c1csc(Nc2ccc(-n3ccnc3)cc2)n1	15	45*	0.0	2.3
CC(C)c1ccc(NC(=O)C2C3C=CC4(O3)C2C(=O)N(Cc2ccccc2)C4C(=O)NC2CCCCC2C)cc1 (centres undefined)	-6	-5	0.0	-1.4
CCCCc1nnc(SCCSc2nnc(CCCC)n2N)n1N	8	4	0.0	-0.2
Cc1cc(C)cc(-n2nc3c(c2NC(=O)c2ccc(S(=O)(=O)N4CCCCC4)cc2)CSC3)c1	-17	-3	0.1	1.0
CC(=O)Nc1ccc2c(c1)nc1n2CCN(c2ccccc2)C1	12	-57	0.7	-1.4
O=[N+]([O-])c1cc(Nc2nc(-c3ccccc3F)nc3ccccc23)cc(Oc2ccc(F)cc2F)c1	-2	6	-0.1	0.0
CC1(C)Oc2ccc(C(=O)N3CCCC3)cc2N(CC(=O)Nc2ccccc2)C1=O	-3	0	0.0	-1.2
Cc1cccc(Nc2cc(=O)[nH]c(=O)[nH]2)c1	-1	5	-0.1	-1.0
CSc1nc2ccc(NC(=O)CN3C(=O)CCC3=O)cc2s1	-4	-14	0.0	0.7
CCC(SC1=Nc2ccccc2C2=NC(Cc3c[nH]c4ccccc34)C(=O)N12)C(=O)Nc1ccc2c(c1)OCO2 (centres undefined)	11	-11	-0.8	2.1
COC(=O)C1=C(C)NC(=O)/C1=C\c1ccccc1OC	16	-7	0.9	-1.1
Cc1nc2nc(-c3ccco3)[nH]n2c(=O)c1Cc1ccccc1	15	12	-0.1	0.5
O=C(O)c1ccc(N=P23CN4CN(CN(C4)C2)C3)cc1	1	10	0.0	0.2
CCC(C)NC(=O)Cn1ncc2c3ccccc3n(Cc3ccc(F)cc3)c2c1=O (centres undefined)	6	3	0.4	-0.3
C#CCN1C(=O)C(O)(CC(=O)c2ccc(OCC)cc2)c2ccccc21 (centres undefined)	2	5	0.1	0.2
O=C(CSc1ncccn1)N1c2ccccc2CCc2ccccc21	-17	-4	-0.1	1.9
COc1ccccc1C1N=C(SCc2ccccc2C#N)NC(C)=C1C(N)=O (centres undefined)	-3	6	-0.2	3.7
O=C(NCCn1cc(SCC(=O)N2CCN(c3ccccc3)CC2)c2ccccc21)c1ccc(F)cc1	7	1	-0.1	-0.4
Cc1noc(C)c1-c1nc(NCCN(C(C)C)C(C)C)c2ncn(-c3ccsc3)c2n1	-1	-5	0.1	0.2
O=C(O)COc1nsnc1N1CCCCC1	-9	-9	0.0	-0.9
COC(=O)c1ccc(NC(=O)CSc2nc3ccc(NC(=O)CSc4nnc(C)s4)cc3s2)cc1	-1	-16	-0.1	1.5
CC(=O)NC1C(Oc2cc(C)ccc2C)OC(COC(C)=O)C(OC(C)=O)C1OC(C)=O (centres undefined)	-4	10	0.0	2.6
O=C(CN(C(=O)c1csnn1)c1ccccc1)NCc1ccc(F)cc1	-8	-4	0.1	0.6

Next part, starting with the last 3 of the part before.
SMILES	MITF primary	TEAD-YAP inh	FBW7 act	GPR151 ag
COC(=O)c1ccc(NC(=O)CSc2nc3ccc(NC(=O)CSc4nnc(C)s4)cc3s2)cc1	-1	-16	-0.1	1.5
CC(=O)NC1C(Oc2cc(C)ccc2C)OC(COC(C)=O)C(OC(C)=O)C1OC(C)=O (centres undefined)	-4	10	0.0	2.6
O=C(CN(C(=O)c1csnn1)c1ccccc1)NCc1ccc(F)cc1	-8	-4	0.1	0.6
O=C(CC(c1ccccc1)c1ccccc1)Nc1nc(-c2cccc3ccccc23)cs1	4	7	-0.2	0.6
O=C(Cn1cccc1)Nc1ccc(OC(F)(F)F)cc1	4	2	-0.2	-0.6
O=C(CN1CCN(Cc2ccccc2F)C1=O)NCc1ccccc1Cl	-7	-2	0.2	0.4
COc1nc(Cl)nc(N2CCOCC2)n1	7	-1	0.0	-0.3
CCCCNC(=O)/C(=C/c1ccc(OC)cc1)NC(=O)/C=C/c1ccccc1	3	12	0.0	-0.3
COc1cc(C2Nc3ccccc3-c3cc(C)nn32)cc(OC)c1OC (centres undefined)	-1	10	-0.1	-0.2
COc1cc(N2CCN(S(=O)(=O)c3cccs3)CC2)nc(OC)n1	-17	-7	0.0	2.3

In the list so far, these contain an NH in an aromatic ring:
SMILES	MITF primary	TEAD-YAP inh	FBW7 act	GPR151 ag
CCOC(=O)c1c(C)[nH]c(C(=O)COC(=O)c2cccc(S(=O)(=O)NC)c2)c1C	6	-23	0.3	-0.8
O=C(c1nc2ccc(F)cc2[nH]1)N1CCC(c2nc(-c3ccncc3)no2)C1 (centres undefined)	7	2	0.0	0.9
Cc1ccc(NC(=O)CSc2nc3[nH]ncc3c(=O)n2-c2cccc(C)c2)cc1	3	4	0.0	-0.2
CCc1ccc(-n2c(CSc3nc(-c4ccccc4)c(-c4ccccc4)[nH]3)nc3ccccc3c2=O)cc1	4	14	-0.1	-0.2
N#CC1=C(N)N(c2ncn[nH]2)C2=C(C(=O)CC(c3ccccc3)C2)C1c1ccc(Br)cc1 (centres undefined)	-2	-2	0.0	-1.6
Cn1c2c(c(=O)[nH]c1=O)C(c1cccc(Br)c1)C1=C(N2)c2ccccc2C1=O (centres undefined)	3	-7	0.2	0.3
CC(C)NC(=O)c1cc(=O)[nH]c2ccc(S(=O)(=O)N3CCCC3)cc12	13	9	0.7	6.3*
CCOC(=O)C(Cc1c[nH]c2ccccc12)NC(=O)c1ccc([N+](=O)[O-])cc1Cl (centres undefined)	-8	-42	0.0	0.9
c1ccc(-n2cccc2CN2CCCC(c3ccn[nH]3)C2)nc1 (centres undefined)	14	9	0.3	0.9
Cc1cccc(Nc2cc(=O)[nH]c(=O)[nH]2)c1	-1	5	-0.1	-1.0
CCC(SC1=Nc2ccccc2C2=NC(Cc3c[nH]c4ccccc34)C(=O)N12)C(=O)Nc1ccc2c(c1)OCO2 (centres undefined)	11	-11	-0.8	2.1
Cc1nc2nc(-c3ccco3)[nH]n2c(=O)c1Cc1ccccc1	15	12	-0.1	0.5
